ELG1 DNA repair – ELG1-dependent DNA repair inhibition | HEK293T ELG1-luciferase reporter, luminescence, 16 h; DNA damage induced by 5-fluorouridine | Potency, µM (series often up to 46.1 µM), inactives show at the top dose activity change, negative = inhibition, hits mostly inhibitors | 330,000 tested, 2.3% active; further: potency means the concentration at half of the fitted maximal effect; on the % scale 0 is the no-effect control and ±100 the full control effect; nearly all actives have a fitted effect of over 55% in size
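Cells (2,000 per well) received 5-fluorouridine plus test compound or DMSO and were incubated 16 hr at 37 °C, 5% CO2. Luciferase activity was read by luminescence 30 min after ONE-Glo addition; signal suppression marked inhibition of damage-induced ELG1 function.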
KCNH2 3.1 inh – blocks the human KCNH2 3.1 channel isoform. U2OS KCNH2 3.1, thallium flux FluxOr; active compounds read low. activity change, % (tested at about 1.8 µM). 340,000 tested, 0.95% active;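 active means maximum activity change below -70%; inconclusive means maximum activity change from -70% to -50%; inactive means maximum activity change above -50%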;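 further: thallium influx rate constant from kinetic fluorescence after stimulation buffer; on the % scale 0 is the no-effect control and ±100 the full control effect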
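Channel expression came from 3.1 mutant virus (1.77 x 10^8 /mL) applied to suspended U2OS cells for 4 h. Flux was tracked with FluxOr dye plus Red40 quencher, and kinetic rate constants normalized to controls.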
TSHR antagonist – antagonists of human thyroid stimulating hormone receptor. activity change, negative = inhibition, % at 11.5 µM. TSHR-expressing cells, TSH-stimulated cAMP HTRF, 2 h; active compounds read low. P16473. 330,000 tested, 0.2% active;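 active means activity change below a set negative limit, meaning inhibition stronger than a set level, cut at about -70% in these data; inconclusive means activity change between two set negative limits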; further: on the % scale 0 is the no-effect control and ±100 the full control effect
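TSHR-expressing cells were treated with compounds, then stimulated with TSH at EC80 (4nM final) for 2 hours at 37 deg C. Cellular cAMP was measured by HTRF competition between lysate cAMP and cAMP-d2 for a cryptate-labelled anti-cAMP antibody.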
USP2a inh – inhibitors of human ubiquitin-specific protease USP2a; Potency, µM (top dose mostly 38.3 µM), without a hit: at the highest dose activity change, negative = inhibition, most hits filed as inhibitors; O75604; 330,000 tested, 0.01% active; USP2 core, Ub-CHOP2 coupled fluorogenic reporter, 485/531;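 further: potency means the concentration at half of the fitted maximal effect; plate controls were DMSO wells for no effect and full inhibition by NEM control for full effect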
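USP2 core (10nM final) preincubated 30min RT with compound in 20mM Tris-HCl pH 8.0, 2mM CaCl2, 2mM beta-mercaptoethanol, 0.05% CHAPS; 25nM Ub-CHOP2 plus 25nM reporter substrate added, fluorescence (Ex485/Em531) read after 60min.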
TCR act – activators of T cell receptors | AID 504894 | 330,000 tested, under 10 active | primary human leukocytes, anti-CD3, IL-2 HTRF, 48 h | Potency, µM (titrated, usually from 9.22 µM), without a hit: at the top dose activation of IL-2 secretion, most hits filed as activators; further: % of control where 0% means no effect
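Compounds are tested in HTS on primary human leukocytes co-incubated with a-CD3 beads for 48 hr. IL-2 output is measured by time-resolved FRET.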
Mito fusion act – mitochondrial division inhibition or fusion activation. AID 485298. S. cerevisiae fusion-defective mutant growth rescue, CellTiterGlo 48 h. 320,000 tested, 0.23% active. Potency, µM (doses to about 46.1 µM), inactives show top-dose growth rescue (activation), usual class: activators;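 further: potency means the concentration at half of the fitted maximal effect; % of control where 0% means no effect; nearly all actives have a fitted effect of over 45% in size; temperature-sensitive fusion mutants such as fzo1-1 at 37 °C on non-fermentable ethanol glycerol medium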
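Read-out: ATP-based luminescence (CellTiterGlo, 10 min ambient) reporting growth of fusion-defective ts yeast after 48 hours at 37C on glycerol/ethanol YPEG medium in the presence of compound.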
AT treatment – candidate therapy for ataxia-telangiectasia; 320,000 tested, 0.19% active; […] A-T fibroblasts, KAP-1 phosphorylation AlphaLISA; neocarzinostatin DNA damage 30 min before lysis; Potency, µM (top dose mostly 57.5 µM), for inactives: at the top dose activation, actives largely listed as activators; further: potency means the concentration at half of the fitted maximal effect; % of control where 0% means no effect; nearly all actives have a fitted effect of over 45% in size
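ATM-like activity read as KAP-1 phosphorylation via AlphaLISA donor/acceptor antibody pairs after lysis and 6 hr at 25C. Cells were ATM-null patient fibroblasts ([…], hTERT), dosed 60 min, then exposed to the DSB inducer NCS for 30 min.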
hERG WT inh – inhibitors of human wildtype KCNH2 potassium channel. Q12809. U2OS, BacMam KCNH2, thallium flux FluxOr; active compounds read low. activity change, % at 1.84 µM. 340,000 tested, 0.37% active. AID 720551;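 active means maximum activity change below -70%; inconclusive means maximum activity change between -70% and -50%; inactive means maximum activity change above -50%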; further: on the % scale 0 is the no-effect control and ±100 the full control effect
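U2OS cells were transduced with wild-type KCNH2 virus (2.03 x 10^8 / mL) for 4 h at room temperature, then cultured overnight at 37 C. Thallium flux was read with FluxOr dye. Rate constants were normalized to DMSO controls.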
Eya2 phos inh – Eya2 (human) phosphatase inhibition; AID 488837; recombinant Eya2, OMFP fluorescence dephosphorylation (OMFP is methylfluorescein phosphate); Potency, µM (doses to about 76.9 µM), inactives show at the top dose activity, negative = inhibition, most hits filed as inhibitors; 330,000 tested, 0.006% active; further: potency means the concentration at half of the fitted maximal effect; on the % scale 0 is the no-effect control and ±100 the full control effect
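Eya2 protein (added as 0.2 uM solution) was preincubated with compound for 10 min at ambient temperature in 50 mM HEPES pH 7.5, 50 mM NaCl, 5 uM MgCl2, 0.05% BSA, 1 mM DTT. OMFP (added at 50 uM) then reacted 10 min; fluorescence read at 485/525 nm.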
TRPV1 ag – human TRPV1 agonism; 320,000 tested, 0.19% active; activation, % at 8.33 µM; AID 540275; TRPV1-expressing cells, Fluo-8 calcium influx, agonist mode; Q8NER1; in the data active means activation above about 80%; inconclusive means between about 30% and that limit; further: 0% is about no effect
Target sequence (Q8NER1 whole entry, looked up): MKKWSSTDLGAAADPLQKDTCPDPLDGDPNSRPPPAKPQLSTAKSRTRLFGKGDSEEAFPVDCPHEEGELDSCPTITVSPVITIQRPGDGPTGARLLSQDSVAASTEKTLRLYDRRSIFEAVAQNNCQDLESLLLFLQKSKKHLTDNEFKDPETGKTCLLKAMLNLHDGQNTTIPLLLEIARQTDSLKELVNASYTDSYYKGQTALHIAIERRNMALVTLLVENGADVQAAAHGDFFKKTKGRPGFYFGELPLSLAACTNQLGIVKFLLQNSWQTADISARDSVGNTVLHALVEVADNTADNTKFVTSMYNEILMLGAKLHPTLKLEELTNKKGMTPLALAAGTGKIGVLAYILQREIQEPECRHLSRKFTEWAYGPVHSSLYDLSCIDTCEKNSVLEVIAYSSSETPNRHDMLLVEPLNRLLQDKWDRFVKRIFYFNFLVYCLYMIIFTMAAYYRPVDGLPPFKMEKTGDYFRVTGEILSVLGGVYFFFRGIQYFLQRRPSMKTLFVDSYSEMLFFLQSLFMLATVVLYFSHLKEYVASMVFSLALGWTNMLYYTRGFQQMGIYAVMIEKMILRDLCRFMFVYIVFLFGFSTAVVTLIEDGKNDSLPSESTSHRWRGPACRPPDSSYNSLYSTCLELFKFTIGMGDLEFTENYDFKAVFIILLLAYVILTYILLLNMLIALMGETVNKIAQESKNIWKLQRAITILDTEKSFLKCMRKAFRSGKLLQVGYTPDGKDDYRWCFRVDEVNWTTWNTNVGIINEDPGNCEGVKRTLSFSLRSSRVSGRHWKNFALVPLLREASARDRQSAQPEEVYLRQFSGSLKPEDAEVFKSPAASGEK
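TRPV1-expressing cells were cultured overnight at 35.5C and loaded with Fluo-8 calcium dye for 40 to 90 min at room temperature. After a 10 s baseline, compound was added and calcium influx was read kinetically for 3 min (ex 480/em 520 nm).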
* = called active by the depositor; ? = inconclusive; nt = not tested or not shown; [ ] = dose if it differs, or a comment. Unless noted, the call rests on the fitted dose curve; in most records, active means well fitted curve in the direction sought with a large enough effect; inconclusive means small, poorly fitted or top-dose-only effect, or another doubt; inactive means no such curve, though single readings can be large; an effect the other way counts as inactive or inconclusive. Only part of the results is shown; the hit share may differ from the screen's.

molecule	TRPV1 ag	Mito fusion act	ELG1 DNA repair	hERG WT inh	TCR act	Eya2 phos inh	TSHR antagonist	KCNH2 3.1 inh	AT treatment	USP2a inh
Cc1ccc(NC(=O)NN2CCOCC2)cc1	1	3%	?	4	-2%	5%	3	7	3%	1%
COC(=O)c1[nH]c2cc(OC)ccc2c1NC(=O)CCN1CCCCC1	-1	-9%	3%	17	-1%	-36%	-6	2	-1%	2%
Cc1ncc([N+](=O)[O-])n1CC(=O)NCCc1ccccc1	0	7%	-4%	-1	1%	-1%	-1	-8	-5%	0%
O=C(CN1C(=O)CCSc2ccccc21)Nc1cccc(F)c1	3	6%	-14%	-13	5%	10%	-3	4	3%	6%
COc1cc(CNc2ccc3c(c2)OCCO3)ccc1OCC(N)=O	1	0%	4%	6	-1%	1%	-10	22	-2%	3%
Cc1c(Br)c(=O)oc2c(Br)c(O)ccc12	6	-4%	21%	3	4%	5%	5	10	7%	1%
CN(C)S(=O)(=O)c1ccc(Cl)c(NC(=O)COC(=O)/C=C/c2ccc3ccccc3n2)c1	0	2%	-10%	-5	-1%	-2%	10	15	-1%	1%
CC(=O)Nc1ccc(NC(=O)[C@@H]2CCCN2S(=O)(=O)c2ccc3c(c2)OCCO3)cc1	-1	-4%	3%	45	-1%	1%	7	6	2%	-1%
Cn1c(=O)cc(SCC(=O)N2CCN(c3ccccc3)CC2)c2ccccc21	-4	10%	-19%	2	nt	-5%	-3	1	nt	-9%
Cc1nn(-c2ccccc2)c(C)c1C(=O)Oc1ccccc1	6	1%	?	-2	2%	5%	-10	-3	11%	0%
O=C(Nc1cc(Cl)cc(Cl)c1)c1cnn2cccnc12	0	2%	?	4	8%	1%	-3	19	4%	-1%
Cc1ccc(S(=O)(=O)Nc2ccc(S(=O)(=O)Nc3cc(C)nc(C)n3)cc2)cc1	-4	-16%	3%	-5	-4%	3%	-37	-4	8%	-1%
C#CCNc1ccc(C(=O)OCC)cc1	3	-4%	?	6	-1%	-27%	-4	4	-17%	-1%
O=C(NCC1CCCO1)c1ccc(COc2ccccc2)cc1 (centres undefined)	2	3%	0%	-3	2%	3%	11	2	6%	3%
O=C(Cc1ccc(Cl)cc1)Nc1cc(S(=O)(=O)N2CCOCC2)ccc1N1CCCC1	6	1%	-5%	-2	-4%	-5%	4	21	-9%	1%

Next records
molecule	TRPV1 ag	Mito fusion act	ELG1 DNA repair	hERG WT inh	TCR act	Eya2 phos inh	TSHR antagonist	KCNH2 3.1 inh	AT treatment	USP2a inh
COc1ccc(C(=S)N(C)C)cc1OC	-2	-5%	3%	-2	0%	6%	4	-10	1%	-9%
c1ccc2[nH]c(CN3CCCCCC3)nc2c1	1	-6%	11%	28	-2%	-7%	-3	-24	-5%	2%
C/C(=N\NC(=O)c1cccc(S(=O)(=O)N2CCCCC2)c1)c1ccc(C)o1	3	17%	-8%	3	nt	-12%	-1	5	5%	3%
CC(CC(=O)NC1CCSC1=O)c1ccccc1 (centres undefined)	7	-1%	14%	2	nt	-1%	3	-18	-2%	0%
Cc1c(NC(=O)Nc2ccc(C(C)C)cc2)c(=O)n(-c2ccccc2)n1C	-2	2%	-11%	-38	2%	1%	43	22	-9%	0%
Cc1ccc(-n2c(=O)c3sccc3n(Cc3cc(=O)n4ccccc4n3)c2=O)cc1	-2	3%	-1%	0	-2%[46.1 µM]	4%	-3	3	-2%	2%
CCOC(=O)C1(Cc2ccccc2)NC(c2ccccc2F)C2C(=O)N(CC)C(=O)C21 (centres undefined)	9	19%	?	-5	4%	17%	5	32	1%	1%
O=C1c2ccccc2[C@@H]2C[C@@H](O)[C@H](Nc3ccccc3-c3ccccc3)CCN12	nt	nt	?	14	0%[46.1 µM]	2%	18	nt	16%	2%
CCCNC(=O)NC(=O)COC(=O)CNS(=O)(=O)/C=C/c1ccccc1	-1	-7%	8%	nt	12%	-5%	-4	-5	-13%	3%
C#Cc1cccc(C(=O)N2CCCC(C(=O)c3ccc(OC)cc3C)C2)c1 (centres undefined)	8	3%	-4%	-15	1%	-9%	-11	14	3%	0%
CCOC(=O)c1ccc(NC(=O)Cn2c(=O)oc3ccccc32)cc1	1	4%	-3%	4	2%	?	-4	0	10%	0%
NS(=O)(=O)c1ccc(NC(=O)c2cc(Cl)ccc2Cl)cc1	7	10%	1%	-8	4%	3%	14	-19	10%	0%
Cc1c(N2C(=O)C(=O)/C(=C(/O)c3ccc(Cl)cc3)C2c2ccccc2)c(=O)n(-c2ccccc2)n1C (centres undefined)	-4	-4%	-3%	5	1%[46.1 µM]	6%	2	-4	2%	3%
COc1cc(CN2CCC(n3nccc3NC(=O)c3ccccc3OC)CC2)ccc1F	4	2%	?	-106*	-31%	2%	-1	-70*	-14%	-5%
CC(NC(=O)COC(=O)C1CCC1)c1ccccc1 (centres undefined)	-5	16%	-1%	-14	2%	27%	40	15	14%	1%

(cont.)
molecule	TRPV1 ag	Mito fusion act	ELG1 DNA repair	hERG WT inh	TCR act	Eya2 phos inh	TSHR antagonist	KCNH2 3.1 inh	AT treatment	USP2a inh
Cc1nnc(SCC(=O)O)s1	3	3%	13%	-9	-23%	10%	21	-2	8%	0%
O=C(O)c1ccc(N2CCN(c3ccc(Cl)cc3)CC2)c([N+](=O)[O-])c1	-5	29%	-6%	4	-5%	-8%	-13	12	11%	4%
CCN(CC)S(=O)(=O)c1ccc(N/N=C/c2cccnc2)nc1	4	7%	10%	2	0%	-10%	3	2	-3%	0%
NC(=O)/C=C/C(=O)Nc1ccc(Cl)cc1	2	-24%	?	5	-3%	5%	3	-8	-13%	4%
Cc1c(/C(O)=C2/C(=O)C(=O)N(CCN3CCOCC3)C2c2cccnc2)cnn1-c1ccccc1 (centres undefined)	1	0%	14%	-4	3%	-7%	3	1	3%	-1%
O=C(O)c1cccc(S(=O)(=O)Nc2ccc(N3CCCCC3)cc2)c1	nt	nt	?	9	7%[46.1 µM]	-11%	-9	-2	12%	2%
Cc1ccc(O)c(NC(=O)C2CC(c3cccc(Br)c3)=NO2)c1 (centres undefined)	23	-2%	9%	-2	2%	-9%	10	-17	28%	3%
O=C(NCCc1ccccc1)C1CCCN(S(=O)(=O)c2cccnc2)C1 (centres undefined)	2	0%	0%	-254*	-9%	1%	11	12	3%	1%
CCCN(C(=O)COC(=O)C12CCC(=O)N1c1ccccc1S2)c1c(N)n(Cc2ccccc2)c(=O)[nH]c1=O (centres undefined)	-2	-2%	-1%	5	-8%	4%	-1	12	3%	1%
O=S(=O)(NCCS(=O)(=O)N1CCN(c2ccccc2)CC1)c1ccccc1	1	-17%	7%	3	1%	-5%	14	8	0%	2%
CN(C)C(=O)CCc1ccc2c3c([nH]c2c1)[C@]1(CCC2CCCC2)[C@@H](C(=O)N2CCOCC2)C[C@H](CC(=O)NCCc2ccccn2)C(=O)N1CC3	nt	nt	14%	-2	-1%[46.1 µM]	0%	-2	-4	2%[11.5 µM]	0%
C=CCn1c(SCC(=O)N2CCc3ccccc3C2)nc2ccccc2c1=O	?	-17%	-30%	-9	-3%	-4%	-25	-9	9%	-2%

7 entries from above in a different format:
Screens in order – TRPV1 ag, Mito fusion act, ELG1 DNA repair, hERG WT inh, TCR act, Eya2 phos inh, TSHR antagonist, KCNH2 3.1 inh, AT treatment, USP2a inh
Cc1c(N2C(=O)C(=O)/C(=C(/O)c3ccc(Cl)cc3)C2c2ccccc2)c(=O)n(-c2ccccc2)n1C (centres undefined)
  -4, -4%, -3%, 5, 1%[46.1 µM], 6%, 2, -4, 2%, 3%
CCCN(C(=O)COC(=O)C12CCC(=O)N1c1ccccc1S2)c1c(N)n(Cc2ccccc2)c(=O)[nH]c1=O (centres undefined)
  -2, -2%, -1%, 5, -8%, 4%, -1, 12, 3%, 1%
O=C(Cc1ccc(Cl)cc1)Nc1cc(S(=O)(=O)N2CCOCC2)ccc1N1CCCC1
  6, 1%, -5%, -2, -4%, -5%, 4, 21, -9%, 1%
CCN(CC)S(=O)(=O)c1ccc(N/N=C/c2cccnc2)nc1
  4, 7%, 10%, 2, 0%, -10%, 3, 2, -3%, 0%
O=C(NCC1CCCO1)c1ccc(COc2ccccc2)cc1 (centres undefined)
  2, 3%, 0%, -3, 2%, 3%, 11, 2, 6%, 3%
C#Cc1cccc(C(=O)N2CCCC(C(=O)c3ccc(OC)cc3C)C2)c1 (centres undefined)
  8, 3%, -4%, -15, 1%, -9%, -11, 14, 3%, 0%
Cc1ccc(O)c(NC(=O)C2CC(c3cccc(Br)c3)=NO2)c1 (centres undefined)
  23, -2%, 9%, -2, 2%, -9%, 10, -17, 28%, 3%

Assay outcomes as filed in PubChem BioAssay.
